Compound activity deposited in PubChem by The Scripps Research Institute Molecular Screening Center.
ULK1 primary – human ULK1 kinase inhibition, primary screen. AlphaScreen Atg13 phosphorylation by ULK1, luminescence. inhibition, % at 5.96 µM. 30,000 compounds, 1.9% hits; in the data active = inhibition above about 43%;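 note: 0% = median of compound wells and 100% = no enzyme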
Target sequence (O75385 whole entry, looked up): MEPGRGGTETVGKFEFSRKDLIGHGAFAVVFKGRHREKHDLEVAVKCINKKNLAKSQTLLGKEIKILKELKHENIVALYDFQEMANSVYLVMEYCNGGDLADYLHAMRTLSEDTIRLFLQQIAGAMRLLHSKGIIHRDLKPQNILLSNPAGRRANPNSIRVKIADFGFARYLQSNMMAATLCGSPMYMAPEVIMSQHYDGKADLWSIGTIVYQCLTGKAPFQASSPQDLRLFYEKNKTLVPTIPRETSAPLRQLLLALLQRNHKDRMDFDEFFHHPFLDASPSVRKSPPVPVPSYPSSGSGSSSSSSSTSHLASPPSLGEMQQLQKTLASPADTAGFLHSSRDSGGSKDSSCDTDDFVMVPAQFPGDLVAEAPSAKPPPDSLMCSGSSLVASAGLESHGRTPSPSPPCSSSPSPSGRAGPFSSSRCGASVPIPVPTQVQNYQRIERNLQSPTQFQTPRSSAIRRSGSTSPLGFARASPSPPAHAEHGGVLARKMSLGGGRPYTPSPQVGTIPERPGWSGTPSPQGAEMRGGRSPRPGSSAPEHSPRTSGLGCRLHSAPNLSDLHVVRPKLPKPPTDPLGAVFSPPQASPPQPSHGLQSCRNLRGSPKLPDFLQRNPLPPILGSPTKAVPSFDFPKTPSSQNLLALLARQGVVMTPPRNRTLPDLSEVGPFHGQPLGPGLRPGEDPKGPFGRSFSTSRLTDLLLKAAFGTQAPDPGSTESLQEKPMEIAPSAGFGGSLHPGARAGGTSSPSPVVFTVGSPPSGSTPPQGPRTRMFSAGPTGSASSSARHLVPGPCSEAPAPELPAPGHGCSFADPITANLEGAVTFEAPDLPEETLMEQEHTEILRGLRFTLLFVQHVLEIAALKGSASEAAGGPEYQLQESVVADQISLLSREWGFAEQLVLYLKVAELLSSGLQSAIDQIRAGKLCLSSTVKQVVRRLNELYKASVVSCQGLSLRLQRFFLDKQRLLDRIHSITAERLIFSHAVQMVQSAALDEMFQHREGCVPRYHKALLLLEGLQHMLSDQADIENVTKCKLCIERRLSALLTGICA
ASK1 inh – human ASK1 kinase inhibition, primary screen; Q99683; AlphaScreen MKK6 phosphorylation by ASK1, luminescence; inhibition, % at 7.44 µM; 22,000 compounds, 0.99% hits; in the data active = inhibition above about 35%;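 note: 0% = median of compound wells and 100% = no enzyme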
Numbers without * were called inactive; · = not tested or not shown.

| mol | ULK1 primary | ASK1 inh |
| --- | --- | --- |
| CCNc1nc(Nc2ccc(N3CCOCC3)cc2)c2ncn(Cc3ccc(C(F)(F)F)cc3)c2n1 | -19 | 17 |
| CCCNc1cc(NCCCN2CCCC2=O)nc(N)n1 | -4 | -22 |
| CCNc1cc(C)nc(N2CCN(C(=O)c3cccc4ccccc34)CC2)n1 | -3 | · |
| COc1ccc(-c2nc(Nc3ccc(Oc4ccccc4)cc3)c3[nH]cnc3n2)cc1 | 8 | -8 |
| COc1ccc2c(c1)CC(c1nc3ccc(-c4cn[nH]c4C)cc3s1)CO2 (centres undefined) | -6 | 5 |
| CCN(CC)c1nc(N)nc(Nc2ccc3ncccc3c2)n1 | 2 | 2 |
| O=C(Nc1ccc(N2CCOCC2)cc1)C1CCN(c2ccc(Nc3ccc4ncccc4c3)nn2)CC1 | 49* | -19 |
| O=C1CCCN1CCn1cnc2c(Nc3ccc4c(c3)OCO4)nc(Nc3ccc(N4CCOCC4)cc3)nc21 | 5 | 3 |
| CC1(C)O[C@@H]2C[C@H]3[C@@H]4CCC5=CC(=O)C=CC5(C)[C@@]4(F)[C@@H](O)CC3(C)C2(C(=O)CO)O1 (some centres undefined) | -7 | · |
| Clc1nccc(NCCOc2ccccc2)n1 | 0 | -18 |
| Cc1[nH]n(-c2ccc([N+](=O)[O-])cc2)c(=O)c1N=Nc1ccc(S(=O)(=O)O)cc1 | 11 | · |
| COc1ccc(CCNc2nc(-c3csc4ccccc34)ncc2C)cc1 | -15 | -10 |
| FC(F)(F)c1ccc(Cn2cnc3c(NCc4cccc(C(F)(F)F)c4)nc(Nc4cnccn4)nc32)cc1 | -2 | -1 |
| NC(Cc1ccccc1)C(=O)N1CC(=O)Nc2ncc(-c3ccncc3)cc21 (centres undefined) | 12 | 5 |
| O=C(NCCO)c1csc(-c2cccs2)n1 | -16 | -3 |
| O=C(Nc1ccc(Cl)cc1)Nc1ccc(Cl)c(Cl)c1 | -17 | · |
| Cc1nn(C)c(C)c1-c1nc(NCCOc2ccccc2)c2ncn(Cc3ccc(C(F)(F)F)cc3)c2n1 | 1 | 14 |
| O=C(Nc1ccc2[nH]ncc2c1)c1cc(OC2CCN(Cc3ccccc3)CC2)ccn1 | -26 | 0 |
| COc1nc(NC2CC2)nc(-c2cccc(N)c2)n1 | -2 | -10 |
| COc1cc(Nc2nc(Nc3cc(OC)c(OC)c(OC)c3)c3[nH]cnc3n2)cc(OC)c1OC | 16 | 20 |
| Cc1[nH]n(-c2ccccc2)c(=O)c1N=Nc1cccc2c(=O)[nH][nH]c(=O)c12 | 5 | · |
| CCCn1cc(NC(=O)c2cc(-c3ccccc3OCc3ccccc3)no2)cn1 | -35 | 1 |
| O=C(NCCOc1ccccc1)C1CCN(c2ccc(Nc3ccc4ncccc4c3)nn2)CC1 | 12 | 3 |
| Cc1cnc(Nc2ccc(N3CCOCC3)cc2)nc1NCc1cccc(C(F)(F)F)c1 | 2 | 41* |
| Cc1cc(NCCN(C(C)C)C(C)C)nc(-c2ccccc2)n1 | 6 | -8 |
| Cn1c(Nc2ccc(-n3cc(CC(=O)NC4CCN(Cc5ccccc5)CC4)c4ccccc43)nn2)nc2ccccc21 | 29 | 14 |
| CCN(CC)c1nc(NCc2ccc3c(c2)OCO3)nc(Nc2ccccc2)n1 | -2 | 7 |
| NC(=O)c1ccc(-c2nc(NC3CC3)c3ncn(CCN4CCCC4=O)c3n2)cc1 | 7 | -3 |
| COc1ccc(-c2cnc(NC3CC3)nc2)cc1 | 0 | · |
| CC(C)n1c(-c2ccc(C(=O)N3CCN(C)CC3)cc2)nc2c(NCCCN3CCCC3=O)ncnc21 | -2 | -22 |
| O=C(NCCc1ccc(O)cc1)c1cccc(N2CCC(N3CCOCC3)CC2)n1 | -4 | -13 |
| COc1ccc(-c2nc(NCc3cccnc3)c3ncn(C4CCCCC4)c3n2)cc1 | -12 | 8 |
| COc1ccc2c(c1)CC(C(=O)Nc1ccc(-c3cn[nH]c3)cc1OCCN1CCCC1)CO2 (centres undefined) | 7 | 20 |
| O=C(Nc1ccc(-c2cn[nH]c2)cc1OCCN1CCCC1)C1COc2ccccc2O1 (centres undefined) | -2 | -4 |
| c1ccc(OCCNc2ccnc(Nc3ccc(-n4ccnc4)cc3)n2)cc1 | -4 | -3 |
| CN(C)c1cccc(Nc2nc(NCc3cccnc3)c3ncn(CCN4CCCC4=O)c3n2)c1 | 31 | -58 |
| CCCNc1nc(-c2cccs2)nc2c1ncn2Cc1ccc(C(F)(F)F)cc1 | -29 | -12 |
| c1ccc(Oc2ccc(Nc3nc(Nc4ccccn4)nc4c3ncn4C3CCCCC3)cc2)cc1 | -4 | 12 |
| c1ccc(Oc2ccc(Nc3ccnc(Nc4cccnc4)n3)cc2)cc1 | -12 | 1 |
| COc1ccc(CCNc2cc(C)nc(Nc3cccnc3)n2)cc1 | -2 | 5 |

Ordered by molar mass (largest number first): five of the compounds above
| mol | ULK1 primary | ASK1 inh |
| --- | --- | --- |
| Cn1c(Nc2ccc(-n3cc(CC(=O)NC4CCN(Cc5ccccc5)CC4)c4ccccc43)nn2)nc2ccccc21 | 29 | 14 |
| O=C(NCCOc1ccccc1)C1CCN(c2ccc(Nc3ccc4ncccc4c3)nn2)CC1 | 12 | 3 |
| O=C(NCCc1ccc(O)cc1)c1cccc(N2CCC(N3CCOCC3)CC2)n1 | -4 | -13 |
| COc1ccc(CCNc2cc(C)nc(Nc3cccnc3)n2)cc1 | -2 | 5 |
| COc1ccc(-c2cnc(NC3CC3)nc2)cc1 | 0 | · |

The listing continues.
| mol | ULK1 primary | ASK1 inh |
| --- | --- | --- |
| COC(CNc1cc(-c2ccncc2)nc(C)n1)OC | 18 | · |
| Cc1nc(-c2cncc(-c3cccs3)c2)cc(N2CCN(C)CC2)n1 | 8 | · |
| CN(C)c1cccc(Nc2cccc(C(=O)NCc3ccccc3)n2)c1 | 17 | 10 |
| O=C1NC(=O)/C(=C\c2ccc(-c3ccccc3[N+](=O)[O-])o2)N1 | 20 | · |
| O=C(Nc1ccc2c(c1)OCO2)c1cccc(Nc2cnccn2)c1 | 10 | -11 |
| O=c1[nH]nc2ccccn12 | -13 | · |
| O=S(=O)(c1ccc(Br)cc1)N1CCN(c2ccc3cnccc3c2)CC1 | -9 | -20 |
| Cc1[nH]ncc1-c1ccc2nc(C3COc4ccc(F)cc4C3)oc2c1 (centres undefined) | -24 | -14 |
| O=C(NC1CC1)c1ccc2nc(NCc3cccnc3)sc2c1 | -2 | 5 |
| C#CCN(C)Cc1ccccc1 | -6 | · |
| c1cnc2ccc(Nc3nc4ncnc(NC5CC5)c4[nH]3)cc2c1 | 12 | 8 |
| COc1ccc(CCNc2cc(N3CCc4ccccc4C3)nc(N)n2)cc1 | 1 | -18 |
| CCN(CC)c1cc(-c2cncc(-c3ccc(F)cc3)c2)nc(C)n1 | -15 | · |
| c1ccc(OCCNc2nc(N3CCc4ccccc4C3)nc3nc[nH]c23)cc1 | -11 | 10 |
| CCNc1nc2ccc(C(=O)NCCc3ccc(O)cc3)cc2s1 | 7 | 12 |
| CC1(c2ccccc2)OC(C(=O)O)=CC1=O (centres undefined) | 5 | · |
| CC(C)N(C(=O)Cc1csc(NC(=O)Nc2ccccc2)n1)C(C)C | -4 | · |
| CC(=O)c1cccc(-c2ncc(C(N)=O)s2)c1 | 7 | 3 |
| COc1ccc(CCNc2ncnc3nc(-c4c(C)noc4C)[nH]c23)cc1 | -2 | -4 |
| CCCNC(=O)c1cncc(Nc2cccnc2)c1 | 1 | -19 |
| COc1ccc([N+](=O)[O-])cc1/C=N/NC(=O)c1nonc1N | -3 | · |
| CO[C@H]1C=CO[C@@]2(C)Oc3c(C)c(O)c4c(O)c(c5c(c4c3C2=O)NC2(CCN(CC(C)C)CC2)N=5)=NC(=O)/C(C)=C\C=C[C@H](C)[C@H](O)[C@@H](C)[C@@H](O)[C@@H](C)[C@H](OC(C)=O)[C@@H]1C | 4 | · |
| CCC(=O)NS(=O)(=O)c1ccc(-c2c(-c3ccccc3)noc2C)cc1 | 6 | · |
| COc1ccc(CCNc2nc(-c3ccc(OC)nc3)nc3nc[nH]c23)cc1 | -1 | 4 |
| COc1cc2nc(-c3cccc(C(C)=O)c3)nc(Nc3ccc(N4CCOCC4)cc3)c2cc1OC | -6 | 6 |
| c1cncc(Nc2nc(NC3CC3)c3ncn(C4CCCCC4)c3n2)c1 | 16 | 0 |
| Cc1nc(Nc2ccccc2)cc(-c2ccc(F)cc2)n1 | -12 | · |
| COc1ccc(-c2cc(NCCO)ncn2)cc1 | 10 | 4 |
| COC1/C=C\OC2(C)Oc3c(C)c(O)c4c(O)c(c(C=O)c(O)c4c3C2=O)NC(=O)/C(C)=C\C=C/C(C)C(O)C(C)C(O)C(C)C(OC(C)=O)C1C (centres undefined) | 37 | · |
| COc1cc(Nc2nc(-c3ccc(C(N)=O)cc3)nc3c2ncn3C2CCCCC2)cc(OC)c1OC | 20 | 40* |
| O=C(O)CCc1nc2ccccc2[nH]1 | -8 | · |
| Cc1cnc(N2CCc3ccccc3C2)nc1NCCOc1ccccc1 | 2 | 4 |
| O=C(COc1ccccc1)N/N=C\c1cccc([N+](=O)[O-])c1O | 3 | · |
| O=C(Nc1ccc2[nH]ncc2c1)C1CCN(C(=O)c2cc3cc(Br)ccc3[nH]2)CC1 | -19 | 8 |
| CCCNC(=O)Nc1cnn(-c2cccc(C(=O)Nc3ccc(N4CCOCC4)cc3)c2)c1 | -11 | -1 |
| CC(C)n1c(-c2ccc(N3CCOCC3)nc2)nc2c(NCc3nc4ccccc4[nH]3)ncnc21 | 1 | -3 |
| COc1cccc(CN(CCCO)C(=O)Nc2ccc(-c3cn[nH]c3)cc2OCCCO)c1 | -14 | 0 |
| CN(C)c1cccc(Nc2ccc(N3CCC(C(=O)Nc4ccc5c(c4)OCO5)CC3)nn2)c1 | 20 | 17 |
| FC(F)(F)c1ccc(Cn2cnc3c(Nc4ccc5c(c4)OCO5)nc(Nc4ccncn4)nc32)cc1 | -4 | 11 |
| O=Cc1c(NC(=O)c2ccccc2)sc2c1CCCC2 | -5 | · |
| NC(=O)Cc1cn(-c2ccc(Nc3ccc4ncccc4c3)nn2)c2ccccc12 | -5 | -13 |
| O=C(Nc1ccc(Oc2ccccc2)cc1)c1ccnc(-c2csc3ccccc23)c1 | -4 | -19 |
| Cc1nc(C)n(-c2ccc(Nc3nccc(N(C)Cc4ccccc4)n3)cc2)n1 | -44 | 1 |
| CCN(CC)C(=O)C1CCCN(c2cc(C(=O)NCCOc3ccccc3)c3ccccc3n2)C1 (centres undefined) | 12 | 2 |
| Cc1cccc(C(=O)NNC2CC(=O)N(c3ccc(Cl)cc3)C2=O)c1 (centres undefined) | 10 | · |
| CC(C)n1c(-c2ccc(C(=O)N3CCN(C)CC3)cc2)nc2c(NCc3cccc(C(F)(F)F)c3)ncnc21 | 1 | -5 |
| O=C1CCCN1CCCNc1nc(Nc2ccc(-n3ccnc3)cc2)nc2c1ncn2CCN1CCCC1=O | 7 | -4 |
| Fc1ccc(-c2cc(N3CCOCC3)nc(-c3ccncc3)n2)cc1 | 1 | · |
| COc1cccc(COC(=O)Nc2ccc(-c3cn[nH]c3)cc2SCCN2CCOCC2)c1 | -28 | 8 |
| OCCCNc1ncc(-c2cccs2)cn1 | 4 | · |
| O=C(NC1CCN(Cc2ccccc2)CC1)c1cnc(Nc2ccccc2)s1 | -27 | 0 |
| Cn1ccc2cc(-c3nccc(NCCCN4CCCC4=O)n3)ccc21 | 6 | 6 |
| O=C(NCc1ccccc1)c1csc(Nc2ccccn2)n1 | 20 | -6 |
| COc1cc(Nc2nc(Nc3ccccn3)nc3c2ncn3C2CCCCC2)cc(OC)c1OC | -15 | 22 |
| CNC(=O)c1ccccc1Nc1cc(Nc2ccc(N3CCS(=O)CC3)cc2OC)ncc1C#N | 90* | 22 |
| O=C(NCCN1CCOCC1)c1cnc(Br)s1 | -22 | -13 |
| COc1cc(COc2cccc3ccc(N4CCN(C(=O)c5ccco5)CC4)nc23)cc(OC)c1 | -12 | · |
| Cc1onc(-c2c(F)cccc2Cl)c1C(=O)Cl | -2 | · |
| CC(=O)Nc1ccc(Nc2cc(N3CCN(Cc4ccc5c(c4)OCO5)CC3)nc(N)n2)cc1 | 5 | -4 |
| Cc1ccc(-c2cc(=O)c3cc(NC(=O)c4ccccc4Br)ccc3o2)cc1 | 7 | · |

(listing goes on)
| mol | ULK1 primary | ASK1 inh |
| --- | --- | --- |
| FC(F)(F)c1cccc(CNc2nc(-c3cccs3)nc3c2ncn3-c2ccccc2)c1 | -14 | 3 |
| Cc1ccc(C(N)C(=O)N2CCN(c3ccc4[nH]ncc4c3)CC2)cc1 (centres undefined) | 15 | 11 |
| COc1cc2nc(Nc3ccncn3)nc(Nc3ccc(NC(C)=O)cc3)c2cc1OC | -33 | 9 |
| COc1cc(Nc2ccc(-n3cc(CC(=O)NC4CC4)c4ccccc43)nn2)cc(OC)c1OC | 11 | -1 |
| O=C(CCCc1c[nH]c2ccccc12)NCC1CCCO1 (centres undefined) | 6 | · |
| CCN(Cc1cccc(OC)c1)C(=O)Nc1ccc(-c2cn[nH]c2)cc1F | -11 | -22 |
| FC(F)(F)c1ccc(Cn2cnc3c(Nc4ccccc4)nc(NCCN4CCOCC4)nc32)cc1 | -10 | -4 |
| CCN(CC)S(=O)(=O)c1c(C)nn(S(=O)(=O)c2cc(C)ccc2C)c1C | 9 | · |
| c1ccc2c(c1)CCN(c1nc(NCc3nc4ccccc4[nH]3)c3ncn(C4CCCCC4)c3n1)C2 | 10 | 23 |
| O=C(/C=C/c1ccco1)NC(=S)N1CCN(c2ccccn2)CC1 | 2 | · |
| OC1CCC(Nc2nccc(Nc3ccc(N4CCOCC4)cc3)n2)CC1 (centres undefined) | 5 | 14 |
| Cn1c(Nc2ncc(C(=O)NC3CC3)s2)nc2ccccc21 | 11 | -13 |
| O=C(OOC(=O)c1ccccc1)c1ccccc1 | 7 | · |
| COc1ccc(-c2nc(Nc3ccc(N4CCOCC4)cc3)c3ncn(Cc4ccc(C(F)(F)F)cc4)c3n2)cc1 | -6 | 2 |
| Nc1cccc(-c2nc(NCc3cccc(C(F)(F)F)c3)c3ncn(C4CCCCC4)c3n2)c1 | 5 | 1 |
| NC(=O)c1cnc(Nc2ccc(N3CCOCC3)cc2)s1 | 9 | 1 |
| CCOC(=O)[C@H](CCc1ccccc1)N[C@@H](C)C(=O)N1Cc2cc(OC)c(OC)cc2C[C@H]1C(=O)O | -11 | · |
